USP28 inh: blocks human USP28 ubiquitin-rhodamine cleavage | Q96RU2 | purified USP28, Ub-rhodamine cleavage fluorescence, 30 min | inhibition, % at 25 µM | 3% of 47,000 active | AID 1645857
USP17 block: blocks human USP17 ubiquitin-rhodamine cleavage; A8MUK1; purified USP17, Ub-rhodamine cleavage fluorescence, 3 h; inhibition, % at 50 µM; 6.5% of 47,000 active; AID 1645855
UCHL1 block: inhibitors of human UCHL1 deubiquitinase; 0.2% of 47,000 active; purified UCHL1, Ub-rhodamine cleavage fluorescence; inhibition, % at 20 µM; P09936
OTUD3 block: blocks human OTUD3 ubiquitin-rhodamine cleavage; 0.7% of 47,000 active; purified OTUD3, Ub-rhodamine fluorescence, 2 h; inhibition, % at 25 µM
USP8 inh: blocks human USP8 ubiquitin-rhodamine cleavage. inhibition, % at 20 µM. purified USP8, Ub-rhodamine cleavage fluorescence, 30 min. AID 1645853. 4.2% of 47,000 active
Target sequence (P40818 whole entry, looked up): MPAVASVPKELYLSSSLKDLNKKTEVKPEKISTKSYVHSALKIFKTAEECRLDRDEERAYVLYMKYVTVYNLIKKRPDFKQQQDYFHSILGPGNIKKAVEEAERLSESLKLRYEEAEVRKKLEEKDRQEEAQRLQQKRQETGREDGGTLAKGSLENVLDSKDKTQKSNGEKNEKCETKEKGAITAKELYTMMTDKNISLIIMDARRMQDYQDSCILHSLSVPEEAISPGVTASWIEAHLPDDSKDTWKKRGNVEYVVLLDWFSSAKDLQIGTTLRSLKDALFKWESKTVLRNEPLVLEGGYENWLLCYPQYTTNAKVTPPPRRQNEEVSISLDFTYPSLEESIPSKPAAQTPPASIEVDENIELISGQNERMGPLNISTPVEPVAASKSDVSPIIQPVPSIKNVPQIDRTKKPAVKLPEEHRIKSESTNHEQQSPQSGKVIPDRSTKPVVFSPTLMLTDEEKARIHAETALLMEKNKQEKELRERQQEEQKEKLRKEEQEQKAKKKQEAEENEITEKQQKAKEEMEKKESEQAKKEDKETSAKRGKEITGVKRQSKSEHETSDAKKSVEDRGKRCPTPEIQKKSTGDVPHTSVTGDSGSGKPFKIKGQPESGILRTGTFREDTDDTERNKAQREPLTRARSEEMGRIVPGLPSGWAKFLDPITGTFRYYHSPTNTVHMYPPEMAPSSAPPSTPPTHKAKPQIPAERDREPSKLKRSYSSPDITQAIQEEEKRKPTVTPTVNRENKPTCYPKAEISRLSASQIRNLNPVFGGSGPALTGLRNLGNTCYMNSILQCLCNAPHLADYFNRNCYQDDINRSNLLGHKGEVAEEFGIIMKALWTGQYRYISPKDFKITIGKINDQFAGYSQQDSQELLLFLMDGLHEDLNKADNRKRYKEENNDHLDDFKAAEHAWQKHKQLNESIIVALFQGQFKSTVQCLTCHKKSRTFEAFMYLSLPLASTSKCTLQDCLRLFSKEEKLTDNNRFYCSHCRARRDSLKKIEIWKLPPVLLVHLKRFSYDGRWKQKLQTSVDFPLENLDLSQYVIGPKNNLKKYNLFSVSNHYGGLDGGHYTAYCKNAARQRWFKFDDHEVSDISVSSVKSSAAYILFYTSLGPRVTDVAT
USP7 block: inhibitors of human USP7 deubiquitinase | purified USP7, Ub-rhodamine cleavage fluorescence | inhibition, % at 20 µM | AID 1645854 | 0.3% of 47,000 active
USP30 inh: inhibitors of human USP30 deubiquitinase; purified USP30, Ub-rhodamine cleavage fluorescence; inhibition, % at 25 µM; 5.3% of 47,000 active; AID 1645860
USP10 block: inhibitors of human USP10 deubiquitinase; Q14694; inhibition, % at 20 µM; 1.1% of 47,000 active; purified USP10, Ub-rhodamine fluorescence, 60 min
Numbers without * were called inactive; . = no result given. No stated cut-off is given here; in the data, active means inhibition above about 30%; inactive means the rest. An unsorted share of the library. Share with any hit: about 14%.

Structure	USP28 inh	USP17 block	UCHL1 block	OTUD3 block	USP8 inh	USP7 block	USP30 inh	USP10 block
CCN(C(=O)COC(=O)c1ccccc1OCc1ccccc1Cl)c1ccccc1	14	11	7	16	22	-10	18	6
COc1ccc(OC)c(NC(=O)CSc2nc(C)nc3c2oc2ccccc23)c1	8	61*	4	13	3	3	18	1
CN1CCCN(C(=O)C2CCCCC2)CC1	-7	-1	-3	-5	-1	3	-1	1
COc1ccc(OC)c(NC(=O)CSc2nc3ccccc3c3nc(C)nn23)c1	4	13	4	5	29	6	15	0
O=CN1c2ccccc2NC(=O)CC1c1ccccc1 (stereo not drawn)	-6	-4	0	-4	6	0	-9	2
O=C(/C=C/c1ccc2c(c1)OCO2)Nc1nc2n(n1)C(c1ccccc1)CC(=O)N2 (stereo not drawn)	-14	-10	-1	-3	62*	6	-46	22
O=C(NCc1ccc2c(c1)OCO2)c1ccccn1	5	14	-3	8	-14	-4	-16	-4
CC(=O)Nc1ccc(C(=O)NC(C)c2ccc(F)cc2)c(N2CCOCC2)c1 (stereo not drawn)	-5	-8	0	-2	5	-1	-6	1
O=C(c1[nH]nc2c1COc1ccccc1-2)N1CCN(c2ccccn2)CC1	7	-14	4	6	50*	10	-31	27
O=C(Nc1ccc2c(N3CCOCC3)ncnc2c1)c1ccccc1F	-11	-12	-6	-11	-4	-6	-17	0
O=[N+]([O-])c1ccc(N2CCN(c3ccc(C(F)(F)F)cn3)CC2)nc1	10	15	0	0	17	10	0	2
Cc1ccc(Nc2nc(C(=O)NCCCN3CCCC3=O)cc3occc23)cc1	-36	-37	-7	-29	-1	-13	-185	-11
CCc1nnc(C2CCN(C(=O)c3ccc(F)cc3F)CC2)s1	-5	0	-3	-5	4	0	-4	0
Cc1nc(N2CCN(C)CC2)ncc1C(=O)N1CCN(c2ccc(F)cc2)CC1	6	11	1	8	14	5	17	0
CN(C(=O)OC(C)(C)C)C1CCC2(CC1)Cc1c([nH]c(=O)[nH]c1=O)O2 (stereo not drawn)	9	-25	2	6	-95	-1	17	-1
Clc1cccc(-n2ncc3c(NCc4ccco4)ncnc32)c1	-14	-23	3	-28	2	-29	-63	1
CC(C)CCN1C[C@@H]2c3nc(NCC4CC4)ncc3CS(=O)(=O)[C@@H]2C1	-18	-26	-3	-19	-10	-14	-70	-9
CCOC(=O)C(Cc1ccccc1)NC(=O)CCc1nnc2ccc(N3CCCCC3)nn12 (stereo not drawn)	8	0	4	0	11	-5	5	-1
CN1C(=O)C(C)(C)c2cc(S(=O)(=O)NCC3CCC(C(=O)NCc4ccc(F)cc4)CC3)ccc21 (stereo not drawn)	15	-5	2	-4	-18	1	12	0
CC(=O)Nc1ccc(S(=O)(=O)N2CCC(C(=O)NCCc3c[nH]c4ccccc34)CC2)cc1	-4	5	0	-5	0	-1	-26	-6

Structures listed so far printed as active in USP17 block.
Structure	USP28 inh	USP17 block	UCHL1 block	OTUD3 block	USP8 inh	USP7 block	USP30 inh	USP10 block
COc1ccc(OC)c(NC(=O)CSc2nc(C)nc3c2oc2ccccc23)c1	8	61*	4	13	3	3	18	1

More records:
Structure	USP28 inh	USP17 block	UCHL1 block	OTUD3 block	USP8 inh	USP7 block	USP30 inh	USP10 block
O=C(NC1CCCCC1)C(c1ccc(F)cc1)N(C(=O)CN1C(=O)c2ccccc2S1(=O)=O)c1ccccc1 (stereo not drawn)	11	20	3	8	13	14	31*	16
O=C(Cn1cnc2c(oc3ccccc32)c1=O)c1ccccc1	-4	18	1	-4	18	-9	1	0
O=C1CC(c2ccc(Cl)cc2)n2nc(NC(=O)c3ccc4c(c3)OCO4)nc2N1 (stereo not drawn)	-4	6	-2	-1	-62	7	1	12
O=C(O)c1cccc(Nc2c(-c3ccc(F)cc3)nc3cnccn23)c1	-10	0	-1	-8	-2	2	-20	2
CCc1[nH]nc(C(=O)N2CCC(C3Nc4ccccc4S(=O)(=O)N3)CC2)c1C (stereo not drawn)	-11	-11	0	-12	-1	1	-2	0
Cc1cc(C)nc(N2CCN(S(=O)(=O)N3CCOCC3)CC2)n1	-5	-4	-2	-7	7	-3	6	-1
CCN1CC[C@@]2(C(=O)Nc3ccccc3)CCN(C(=O)c3ccccc3)CC[C@@H]12	1	-27	-2	-9	-6	-14	-18	-6
Cc1cc2c3c([nH]c2cc1S(=O)(=O)Nc1ccc2c(c1)OCO2)CC(C)(C)CC3=O	13	23	2	0	2	1	5	12
Cc1cc(=O)n2[nH]c(CN(C(=O)c3ccco3)c3ccccc3)nc2n1	16	15	8	18	22	5	1	5
CCCN(Cc1cc2ccccc2[nH]c1=O)C(=O)c1ccc(OC)cc1	.	0	1	5	-2	-3	.	1
CCC(C)[C@H](NC(=O)c1ccc(N2C(=O)[C@@H]3Cc4ccccc4CN3C2=O)cc1)C(=O)O (stereo partly drawn)	-4	8	-2	2	2	3	-13	2
Cc1ccc(-c2ncc(NC(=O)c3ccc(C#N)cc3)cn2)cc1	-7	3	2	-3	7	5	0	6
Cc1nc(NCc2ccccn2)c2cc(-c3ccccc3)sc2n1	-11	74*	0	-3	30*	3	2	-1
Nc1ncnc2c1ncn2C1O/C(=C\C(N)CCC(N)C(=O)O)C(O)C1O (stereo not drawn)	-22	-35	-5	-27	-30	-7	-104	-4
COc1ccc(CNc2nc3cc(C)ccc3cc2-c2noc(C)n2)cc1	8	.	1	19	26	9	28	-1
COCCN1CC2(CCN(c3ncccn3)CC2)COc2ccccc2S1(=O)=O	-16	-11	-1	-7	-9	0	-18	-1
Cc1ccc(C)c(S(=O)(=O)N2CCCCC2C(=O)O)c1 (stereo not drawn)	5	-1	1	-5	-9	1	5	-1
COc1ccccc1S(=O)(=O)N1CC[C@@H]2CN(C)[C@@H]2C1	7	56*	0	7	-1	5	18	1
CC(C)CNC(=O)c1nc2c(s1)CCN(C(=O)NC(C)C)CC2	.	0	0	-3	1	-1	.	2
O=C(/C=C/c1ccccc1)N1CCc2[nH]nc(-c3ccc(F)cc3)c2C1	-1	0	1	-11	0	-46	-1	2
CCOc1ccc(C2=NCCNC3=C2C(c2ccccc2)N(c2ccccc2)C3=O)cc1 (stereo not drawn)	20	7	1	23	30*	8	54*	0
CN1[C@@H](CCC(=O)N2CCN(c3ccccc3)CC2)CNC(=O)[C@@H]2[C@H]1CCN2CC1CC1	8	-17	-1	11	11	4	15	-1
OC(CCN1CCOCC1)(c1ccc(Cl)cc1)C1CCCCC1 (stereo not drawn)	-15	-13	-3	-11	-9	-84	-1	0
COc1ccc(CNc2nc(NCc3ccc(OC)cc3)n(S(C)(=O)=O)n2)cc1	0	0	0	-3	-1	-5	0	2
COc1ccc(CC(=O)N[C@@H](CCSC)c2nnc3ccccn23)cc1	7	8	0	8	9	-4	18	-2
COc1ccc(N2C(=O)COc3c(OC)cccc3C2C(=O)NC2CCCC2)cc1 (stereo not drawn)	-8	-5	-4	-2	4	-4	-13	2
CC1CCC(C(=O)NC(C(=O)OCC(=O)c2ccc(Cl)cc2)C(C)C)CC1 (stereo not drawn)	-10	-5	0	12	-5	0	-11	5
CCOc1ccc(NC(=O)CCNS(=O)(=O)c2ccc3c(c2)CCC(=O)N3)cc1	11	9	-1	5	16	0	19	-4
Cn1c(=O)c(C(=O)Nc2cnccn2)c(O)c2ccccc21	-4	-4	0	-1	0	3	0	5
O=C(Cn1c(=O)[nH]c2ccccc2c1=O)N[C@H](Cc1c[nH]c2ccccc12)C(=O)O	-7	-17	-2	-18	-14	.	-43	-8
Cc1cc(Cl)ccc1NC(=O)N1C[C@@H]2C[C@H](NS(C)(=O)=O)[C@H]1C2	5	15	0	9	8	0	24	1
COc1ccc(C)cc1NC(=O)c1nc(-c2ccccc2)oc1C	-18	-16	-4	-13	-15	2	-61	-2
O=C1CC(c2ccc(F)cc2)Cc2nc(NC(=O)C3CC3)ncc21 (stereo not drawn)	-11	-4	-1	-10	0	-32	-1	-1
CN1C(=O)C2(CCN(C(=O)Nc3ccc(F)cc3)C2)c2ccccc21 (stereo not drawn)	0	2	0	7	21	-17	-1	-1
O=C(NCc1ccccc1)c1cn(-c2cc(N3CCCCC3)ncn2)cn1	-1	-27	-1	-2	-24	-2	-47	3
O=C(Nc1ccccc1)c1nc(-c2cn(Cc3ccc(F)cc3)nn2)no1	37*	23	3	5	26	5	55*	12
COc1cccc(CNC(=O)C2CCCN(c3cc(=O)n(C)c(=O)n3C)C2)c1 (stereo not drawn)	5	1	-2	9	-4	2	16	-3
Cc1cccc(NC(=O)CSc2nnc(NC(=O)c3ccc4ccccc4c3)s2)c1	10	12	-1	10	5	13	15	44*
Cc1c(Cc2ccccc2)c(=O)oc2cc3occ(-c4ccc5ccccc5c4)c3cc12	-13	32*	-18	-39	-26	-4	-115	-8
Cc1cc2oc(C(=O)Nc3ccc4c(c3)NC(=O)CO4)c(C)c2cc1Cl	9	12	1	8	12	3	20	2
COc1ccc(S(=O)(=O)N2CCCCC2)cc1NC(=O)COc1ccccc1C	-15	-31	-4	-83	-33	6	-149	-1
CC(=O)Nc1nc2c(s1)CCc1ccccc1-2	39*	20	0	0	5	0	10	2
CC(=O)c1cccc(NC(=O)CCN(c2cc(C)cc(C)c2)S(=O)(=O)c2ccc(Cl)cc2)c1	6	3	6	0	-11	7	1	9
CC1(C)CC(=O)C2=C(C1)Nc1ccccc1N(C(=O)c1ccccc1)C2c1c(F)cccc1Cl (stereo not drawn)	-8	-28	-5	-36	-18	-7	-87	-7
CCc1ccc(NC(=O)Cn2c(-c3nc(C)no3)cccc2=O)cc1	9	3	2	16	6	3	27	-1
Cc1noc(C)c1CN1CCC(C2CCCCCN2C(=O)Nc2ccccc2)CC1 (stereo not drawn)	-6	-13	0	-3	0	-6	-34	0
CCC(C)(C)c1nnc(NC(=O)C2CC(=O)N(C(C)(C)C)C2)s1 (stereo not drawn)	2	10	-2	12	6	7	10	2
CC(=O)NC[C@@H]1CC[C@@]2(C)C[C@H](c3ccccc3)C[C@](C)(O2)[C@H]1O	0	-2	-1	-2	-10	-2	-4	-1
COc1ccc(CNc2n[nH]c(NCc3ccc(OC)c(OC)c3)n2)cc1OC	-14	-4	-3	-5	-10	-4	-5	2
COC1O[C@@]2(O)[C@H](O)CO[C@H]3O[C@H]4[C@@H](C1=C[C@H](O)[C@@H]1C5=C(C(C)C)CC[C@]5(C)CC[C@@]41C)[C@]32O (stereo partly drawn)	-3	-3	0	1	-10	13	-1	-7
Cn1c(=O)c(N2CCN(C(=O)c3ccc(Cl)cc3)CC2)nc2ccncc21	3	0	1	10	0	0	15	-2
Cc1ccc(S(=O)(=O)N2CCC(c3nc(C(=O)N(C)C)c(C)o3)CC2)cc1C	0	0	-1	-6	-8	0	8	0
Cc1cccc(-n2ccnc(SCC(=O)Nc3ccc(Cl)cc3F)c2=O)c1	38*	76*	4	11	49*	17	49*	22
O=C(Cn1cc(C(=O)c2ccc(F)cc2)c(=O)c2ccccc21)Nc1ccc2c(c1)OCO2	12	12	4	16	71*	19	42*	47*
CCOc1ccccc1NC(=O)NC1Cc2ccccc2C1	-6	-9	0	-8	0	0	3	3
CC1(C(=O)NCc2ccc(Cl)cc2)Oc2cccnc2NC1=O (stereo not drawn)	-8	-10	-2	-6	-4	-3	-20	-4
CN1C(=O)c2cc(S(=O)(=O)NCc3ccc(F)cc3)ccc2Oc2cccnc21	8	-1	4	3	5	5	1	7
COc1cc2c(cc1OC)-c1cc(Oc3ccc4cccnc4c3)nc(=O)n1CC2	5	49*	-9	-10	35*	-12	-38	-10

Quoted at random: 4 entries already listed, in no set order.
Structure	USP28 inh	USP17 block	UCHL1 block	OTUD3 block	USP8 inh	USP7 block	USP30 inh	USP10 block
O=C(Cn1cc(C(=O)c2ccc(F)cc2)c(=O)c2ccccc21)Nc1ccc2c(c1)OCO2	12	12	4	16	71*	19	42*	47*
Cc1cccc(-n2ccnc(SCC(=O)Nc3ccc(Cl)cc3F)c2=O)c1	38*	76*	4	11	49*	17	49*	22
CN1C(=O)c2cc(S(=O)(=O)NCc3ccc(F)cc3)ccc2Oc2cccnc21	8	-1	4	3	5	5	1	7
CCOc1ccccc1NC(=O)NC1Cc2ccccc2C1	-6	-9	0	-8	0	0	3	3

Whole records, looked up by structure. Order of values: USP28 inh | USP17 block | UCHL1 block | OTUD3 block | USP8 inh | USP7 block | USP30 inh | USP10 block
O=C(Cn1cc(C(=O)c2ccc(F)cc2)c(=O)c2ccccc21)Nc1ccc2c(c1)OCO2 is entered as 12 | 12 | 4 | 16 | 71* | 19 | 42* | 47*
COc1ccc(S(=O)(=O)N2CCCCC2)cc1NC(=O)COc1ccccc1C is entered as -15 | -31 | -4 | -83 | -33 | 6 | -149 | -1

High-throughput results: PubChem BioAssay, Dana-Farber Cancer Institute and Novartis Institutes for BioMedical Research (Cambridge, Mass)
